# EPAC1 antag = antagonists of human EPAC1; O95398; EPAC1 GEF assay, Rap1b-BODIPY-GDP exchange fluorescence; Potency, µM (top dose mostly 115 µM), for inactives: at the highest dose activity change, negative = inhibition, most hits filed as inhibitors; 0.14% of 360,000 active; AID 720709;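 note: potency is the fitted concentration of half-maximal effect; plate controls were vehicle for no effect and positive control for full effect; nearly all actives have a fitted effect of over 50% in size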
# PI5P4Ka inh = inhibitors of human PI5P4K alpha; PI5P4Kalpha enzyme, ADP-Glo luminescence, 60 min; stronger effect = lower value; max response, %; 1.2% of 330,000 active; AID 652105; active = max response of -50% or lower; inconclusive = between -30% and -50%; inactive = -30% or higher; note: value at the top dose of about 77 µM; % is set by controls: 0 for no effect and ±100 for the full control effect
# Target sequence (P48426 whole entry, looked up): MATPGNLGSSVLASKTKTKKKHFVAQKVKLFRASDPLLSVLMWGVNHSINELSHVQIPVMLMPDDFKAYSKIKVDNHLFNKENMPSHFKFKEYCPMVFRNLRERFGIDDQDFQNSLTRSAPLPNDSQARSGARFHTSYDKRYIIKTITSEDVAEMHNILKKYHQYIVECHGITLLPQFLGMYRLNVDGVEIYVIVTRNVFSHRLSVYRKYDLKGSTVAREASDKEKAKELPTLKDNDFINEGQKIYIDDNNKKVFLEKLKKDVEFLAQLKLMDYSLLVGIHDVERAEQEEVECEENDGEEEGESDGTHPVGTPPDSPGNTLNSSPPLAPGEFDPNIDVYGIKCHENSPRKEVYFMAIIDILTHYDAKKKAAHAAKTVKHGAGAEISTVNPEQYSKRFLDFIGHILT
#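 Human PI5P4Kalpha with substrate in 0.038 M HEPES pH 7.4, 0.28 mM EGTA, 0.1% CHAPS, 5% DMSO; reaction started with 5 microM ATP (final), 60 min at room temperature. ADP formed read by ADP-Glo luminescence.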
# IL2 activator = activates IL-2 in a cell-based reporter assay. AID 652025. IL-2 activation reporter assay, cell-based qHTS; stimulated with anti-CD3/CD4/CD28 beads; in transgenic mouse T cells. activation, % (series mostly up to about 46 µM). 0.065% of 360,000 active; in the data active = activation above about 50%; inconclusive = mostly about 30% to 49%; note: 0% is about no effect
#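 Quantitative HTS in unstimulated transgenic mouse T cells, with memory T cells as non-tolerant control and PMA/ionomycin as tolerance-bypass control. Compound pretreatment lasted 60 minutes before 18 h bead stimulation; EGFP/DsRed fluorescence read.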
# EPAC1 ag = EPAC1 (human) agonism; O95398; EPAC1 agonist qHTS, biochemical assay; response scale: 100% = response to 6.5 mM cAMP; 0.073% of 360,000 active; AID 720707; Potency, µM (doses to about 154 µM), for inactives: at the highest dose activation, hits mostly activators; note: potency is the fitted concentration of half-maximal effect; nearly all actives have a fitted effect of over 60% in size
#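 Compounds were pinned as a concentration titration into mixtures of EPAC1 (100 nM), BODIPY-GDP-loaded Rap1B (250 nM) and GDP (50 uM). After 5 min at room temperature, fluorescence was followed for 30 min; activity was scaled to 6.5 mM cAMP.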
# PLK1 PBD block = PLK1 (human) polo-box domain binding inhibition; AID 720504; Plk1 PBD binding of FITC phosphopeptide, fluorescence polarization; Potency, µM, without a hit: max response, negative = inhibition, most hits filed as inhibitors; 2.8% of 360,000 active; note: potency is the fitted concentration of half-maximal effect; series mostly up to about 57 µM; % is set by controls: 0 for no effect and ±100 for the full control effect; nearly all actives have a fitted effect of over 65% in size
# Target sequence (P53350 whole entry, looked up, the tested form may be a part): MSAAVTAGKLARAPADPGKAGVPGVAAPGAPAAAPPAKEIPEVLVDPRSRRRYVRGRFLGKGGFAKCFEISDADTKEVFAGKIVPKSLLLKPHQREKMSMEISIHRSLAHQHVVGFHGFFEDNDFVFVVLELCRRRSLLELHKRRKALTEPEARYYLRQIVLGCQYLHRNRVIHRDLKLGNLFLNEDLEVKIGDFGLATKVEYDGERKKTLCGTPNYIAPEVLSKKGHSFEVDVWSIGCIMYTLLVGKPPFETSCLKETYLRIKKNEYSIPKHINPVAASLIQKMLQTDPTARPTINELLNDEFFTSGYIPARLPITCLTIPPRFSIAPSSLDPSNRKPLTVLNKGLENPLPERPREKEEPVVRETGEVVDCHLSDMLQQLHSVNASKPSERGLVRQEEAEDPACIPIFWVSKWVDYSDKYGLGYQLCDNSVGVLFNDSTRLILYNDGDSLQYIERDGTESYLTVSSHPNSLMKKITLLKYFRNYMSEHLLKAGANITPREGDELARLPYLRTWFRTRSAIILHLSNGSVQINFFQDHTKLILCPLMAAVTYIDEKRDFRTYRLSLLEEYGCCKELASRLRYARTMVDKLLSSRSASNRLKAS
# Abeta yeast res = A-beta toxicity reversal in yeast | yeast expressing A-beta42, growth rescue, OD600, 48 h; response scale: 0% DMSO, 100% iron-clioquinol control | Potency, µM (titrated, usually from 46.1 µM), for the others: top-dose growth rescue, actives largely listed as activators | 0.063% of 410,000 active; note: potency is the fitted concentration of half-maximal effect; nearly all actives have a fitted effect of over 55% in size
#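 Yeast growth medium received pinned compounds, then yeast cells expressing toxic A-beta were added; plates incubated at 30 C for 48 hr. Growth read as absorbance at 600 nm, normalized to DMSO and equimolar FeCl3 plus clioquinol controls.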
# WRN helicase inh = inhibitors of human WRN helicase | WRN helicase unwinding, fluorescent forked duplex, kinetic | 0.46% of 360,000 active | AID 651768 | Potency, µM (doses to about 114 µM), inactives show at the highest dose activity change, negative = inhibition, hits mostly inhibitors | Q14191; note: potency is the fitted concentration of half-maximal effect; % is set by controls: 0 for no effect and ±100 for the full control effect; nearly all actives have a fitted effect of over 55% in size
#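 WRN at 20 nM final preincubated with compound 15 min at room temperature; reaction started with 100 nM fluorophore/quencher forked duplex oligonucleotide and 2 mM ATP final. Unwinding followed kinetically by red fluorescence (ex 525, em 598 nm).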
# FUS yeast rescue = FUS proteinopathy suppression in yeast; S. cerevisiae FUS-expressing, growth rescue, OD600, 24 h; Potency, µM (doses to about 76.6 µM), for the others: at the top dose growth rescue (activation), actives largely listed as activators; 0.24% of 390,000 active; AID 1347120;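 note: potency is the fitted concentration of half-maximal effect; plate controls were DMSO vehicle for no effect and reference control for full effect; nearly all actives have a fitted effect of over 55% in size; some results filed as inactive show a strong effect at the top dose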
#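 Steps: raffinose overnight preculture; dilution to OD 0.005 in 2% galactose minimal medium; compound addition (concentration series); 24hr at 30C, 99% humidity; absorbance read at 600 nm.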
# The depositor's hits bear a star; ? = inconclusive; nt = no result given; [ ] = another dose, or the depositor's remark. Unless noted, calls come from the whole dose curve; as a rule, active = well fitted curve in the direction sought with a large enough effect; inconclusive = small, poorly fitted or top-dose-only effect, or another doubt; inactive = no such curve, though single readings can be large; an effect the other way counts as inactive or inconclusive.
SMILES,EPAC1 antag,PI5P4Ka inh,IL2 activator,EPAC1 ag,PLK1 PBD block,Abeta yeast res,WRN helicase inh,FUS yeast rescue
COc1cc(-n2nnnc2SC)c(OC)cc1Cl,-2.4%,0.0,-0.4,-2.8%,3.9%,15.2%,0.9%,-16.2%
CCOC(=O)C1=C(COC(=O)/C=C/c2ccc(F)cc2)NC(=O)NC1C (centres undefined),-4.5%,-3.1,-3.0,-3.7%,-9.6%,-1.7%,12.5%,-8.9%
COCCCN1C(=O)C(CC(=O)NC2CCCCC2)CC(C(=O)N(C)C)=C1C (centres undefined),11.5%,1.5,-1.0,1.1%,-1.9%,2.5%,10.0%,-5.1%
COc1ccc([N+](=O)[O-])cc1NC(=O)Cn1ccc(C(F)(F)F)n1,-17.9%,1.2,-3.0,1.4%,-4.5%,4.8%,-30.6%,-3.1%
Nc1ccc(Nc2nc(-c3ccncc3)cs2)cc1,-10.3%,nt,-2.7,0.3%,-6.4%,-3.4%,-0.2%,49.7%
Cc1c(C)c2cc3c4c(oc3c(C)c2oc1=O)CCCC4,9.8%,nt,-1.0,1.6%,-0.8%,8.6%,2.6%,-7.7%
O=C(Nc1cccc(-c2nc3cc(Cl)ccc3o2)c1)C1CCCO1 (centres undefined),-8.5%,nt,0.1,6.0%,-0.7%,-63.1%[inhibitor],1.2%,29.0%
CCOC(=O)c1c(-c2ccc(N(C)C)cc2)oc2c1C(OC)CC2 (centres undefined),-16.0%,0.6,-0.8,-17.7%,-5.6%,-1.8%,-2.2%,-7.2%
O=C(COC(=O)c1cc(-c2ccc(F)cc2)nc2ccccc12)NCC1CCCO1 (centres undefined),-0.3%,-4.7,-0.8,4.4%,-3.6%,-6.9%,-3.8%,30.2%
c1ccn2c(Cc3nnc4ccccn34)nnc2c1,6.6%,nt,1.0,4.7%,-9.4%,-2.8%,1.6%,-4.8%
CC(C)c1ccc(N(C(=O)c2snc(C(N)=O)c2N)C(C(=O)NCC2CCCO2)c2ccc(N(C)C)cc2)cc1 (centres undefined),-17.7%,2.5,-2.2,-6.6%,-2.8%,1.7%,-4.0%,33.5%
COC(=O)NC(Nc1sc2c(c1C(N)=O)CCCC2)(C(=O)OC)C(F)(F)F (centres undefined),6.5%,-8.2,1.0,4.7%,?,-3.5%,4.4%,-1.6%
COc1cccc(Cn2c(Cn3c(-c4cnccn4)nc4ccccc43)nc3ccccc32)c1,9.8%,-6.9,0.9,-9.6%,-7.2%,-2.8%,0.3%,6.5%
CCOCCCNC(=O)/C(C#N)=C/c1cc(C)c(O)c(C)c1,21.5%,0.9,-1.2,-8.5%,2.2%,-6.2%,4.4%,-31.9%
CCC(C)CNC(=O)c1cccc(OC2CCN(CC(C)(C)C)CC2)c1 (centres undefined),-1.4%,5.3,11.0,-9.8%,6.1%,1.9%,6.3%[57.1 µM],11.0%
O=C(N/N=C1\CC(c2ccccc2)Oc2ccccc21)c1cccnc1 (centres undefined),?,2.3,-0.2,-1.6%,-11.6%,-7.2%,-17.7%,12.8%
COc1ccc(CC(=O)N/N=C(\C)c2cccnc2)cc1,-6.8%,-3.7,-1.6,-1.3%,1.1%,8.7%,7.4%,14.5%
Cc1cc(C)c(C)c(S(=O)(=O)N2CCN(C(=O)CNC(=O)c3ccco3)CC2)c1C,4.6%,-1.3,-0.8,14.6%,3.1%,-1.5%,-4.5%,17.8%
COC(=O)c1ccc(Cl)c(NC(=O)CN2CCC(C)CC2)c1,10.6%,nt,-2.5,1.2%,-0.5%,-2.2%,6.8%,16.9%
Cc1ccc(NC(=O)c2ccccc2NC(=O)Cc2ccccc2)cc1,-1.3%,29.8,-0.1,5.8%,3.0%,9.5%,-16.9%,nt
CC(=O)c1ccccc1C(=O)N1CCC(n2nccc2NC(=O)C2CC2)CC1,12.8%,-3.0,-1.8,-0.4%,3.2%,11.5%,-22.9%,nt
CCOc1ccc2[nH]c(=O)c(CN(Cc3ccc(C)cc3)C(=O)N3CCCC3)cc2c1,3.1%,-4.5,-1.6,4.4%,-10.2%,-7.6%,-0.5%,-3.7%
O=C1CCC[C@@H]2CC(Nc3ccc(F)cc3F)C[C@@H]3CCN1[C@H]23 (some centres undefined),-0.1%,1.1,-0.6,-6.5%,-6.4%,0.6%,15.1%,7.0%
COc1cc(C(=O)N/N=C(\C)Cc2ccccc2)cc(OC)c1OC,24.8%,0.3,5.0,5.5%,-3.6%,2.4%,-0.5%,-5.0%
O=C(Oc1ccc(Br)cc1C(=S)N1CCOCC1)c1ccc(F)cc1,19.9%,-11.1,-2.1,13.4%,11.9µM*,-50.2%[inhibitor],6.3%,7.2%
Nc1nc(SCC(=O)Nc2ccccc2-c2ccccc2)n[nH]1,-2.3%,nt,-1.4,4.9%,-3.8%,14.4%,-1.7%,23.9%
O=C(Nc1nccs1)c1cccc(NC(=O)c2ccco2)c1,-2.2%,3.3,0.0,10.5%,-1.4%,23.1%,-7.8%,8.1%
CCCOc1cc(N)ccc1C(=O)OCCN(CC)CC,-7.5%,2.0,3.1,-18.5%,-11.7%,-12.6%,2.3%,-35.2%
NS(=O)(=O)c1cccc(NC(=O)CSc2ncc(C(F)(F)F)cc2Cl)c1,-22.5%,4.8,0.0,-4.1%,?,23.7%,-22.1%,nt
CC1(C(=O)Nc2ccc3c(c2)OCCO3)CC1(Cl)Cl (centres undefined),1.3%,7.5,4.5,4.7%,-0.3%,11.3%,2.9%,-1.6%
O=C1CCCc2[nH]nc(-c3cccnc3)c21,-8.2%,nt,1.2,1.8%,-9.0%,-3.5%,8.2%,16.6%
C=C(C)Cn1c(SCCN2CCOCC2)nc2c1c(=O)[nH]c(=O)n2C,3.3%,-1.2,-1.1,-6.5%,-2.5%,12.1%,-2.0%,-9.1%
Cc1ccc([C@@H]2[C@@H]3C(=O)N(C)C(=O)[C@@H]3[C@]3(C)C(=O)N(Cc4ccccn4)CC(=O)N23)o1,-20.5%,5.7,-2.0,-31.5%[inhibitor],-4.5%,4.6%,-9.5%,0.5%
C=CCC[C@H](Cc1ccc(F)cc1)C(=O)OC[C@H](Cc1c[nH]c2ccccc12)NC(=O)[C@H](CC=C)CC(=O)N[C@H](CO)Cc1ccccc1,-17.0%,3.7,-0.1,-17.4%,10.0%,5.6%,-6.3%,25.0%
C[C@@H](NC(=O)[C@@H]1Cc2ccccc2CN1)C(=O)NC1CCCC1,-0.4%,-0.7,-0.9,15.1%,5.1%,1.7%,-1.1%,-15.9%
Cc1c(C(=O)OC(C)C)sc2nc[nH]c(=O)c12,5.3%,nt,-2.3,-2.8%,0.4%,12.5%,-4.1%,-7.4%
FC(F)(F)c1ccc(CN2C[C@@H]3C(c4ccc(Cl)nc4)C4(c5cccnc5)CC3(C4)[C@H]2c2ccccc2)cc1 (some centres undefined),-8.6%,-4.5,-0.5,-5.2%,6.0%,11.3%,1.9%,31.1%
COc1ccc(S(=O)(=O)N(CC(=O)Nc2ccc(S(=O)(=O)N3CCOCC3)cc2)Cc2ccc(F)cc2)cc1,10.2%,1.7,1.0,14.5%,3.2%,17.7%,-32.8%[57.1 µM],32.4%
O=C1CCCC/C1=C/NCc1ccc(F)cc1,9.9%,2.0,-3.2,-4.0%,-14.5%,-7.0%,3.7%,-11.8%
CN(CCO)C(=O)c1nc[nH]c1C(=O)N1CCN(C(=O)OC(C)(C)C)CC1,-13.6%,-1.7,0.6,-12.4%,-1.0%,-3.0%,3.8%,-11.4%
Cc1cc(C)cc(C(=O)OCC(=O)N2CCCCCC2)c1,-9.4%,2.0,1.1,7.7%,-4.5%,-7.7%,1.6%,5.5%
CN(C)CCCOc1ccc(-c2ccc3nncn3c2)cn1,12.9%,-5.9,-0.1,-5.8%,0.8%,-0.9%,6.0%,-24.9%
COc1ccccc1C(c1c(N)n(C)c(=O)n(C)c1=O)C(C)[N+](=O)[O-] (centres undefined),0.4%,0.3,0.4,6.3%,-5.5%,1.6%,-4.1%,3.9%
Cc1cccc(NC(=O)C2CCCN(c3cnccn3)C2)c1 (centres undefined),-6.0%,1.6,1.1,-1.7%,4.2%,3.6%,-1.3%,-15.3%
CCOC(=O)[C@]12CCCC=C1N(Cc1ccc3c(c1)OCO3)C(=O)[C@H](CC(=O)N1CCCC1)C2,-14.2%,7.6,-0.7,-12.3%,1.0%,-10.1%,-2.0%,15.9%
O=C1C[C@@H](c2ccc(O[C@@H]3O[C@H](CO)[C@@H](O)[C@H](O)[C@H]3O)cc2)Oc2cc(O)ccc21,4.4%,-8.9,0.6,13.3%,-1.7%,18.2%,2.3%,-10.0%
COc1ccc(C(=O)C2CCN(C(=O)c3ccco3)CC2)cc1,-8.7%,nt,-2.8,6.1%,-4.7%,-1.8%,11.1%,15.8%
O=C(CSc1nnc(-c2cccnc2)n1CCN1CCCCC1)Nc1cccc(Cl)c1,?,3.8,-2.3,10.9%,-3.6%,?,0.4%,6.3%
CCN(CC)C(=O)c1[nH]cnc1C(=O)N[C@H](C)c1ccccc1,15.5%,-2.3,0.2,-9.8%,3.9%,-8.8%,8.6%,1.0%
COc1ccc(CNc2nn3c(-c4cccc(C(=O)N(C)C)c4)cnc3s2)cc1,-7.2%,-11.1,0.1,0.2%,-0.1%,-3.7%,-3.3%,20.7%
CCOC(=O)C1CCCN(C(=O)C(C)(C)Oc2ccc(Cl)cc2)C1 (centres undefined),13.4%,14.7,2.1,5.0%,-18.2%,8.2%,-6.0%,19.4%

# Complete entries from above.
# CCOC(=O)C1CCCN(C(=O)C(C)(C)Oc2ccc(Cl)cc2)C1 (centres undefined) in the list: EPAC1 antag = 13.4%; PI5P4Ka inh = 14.7; IL2 activator = 2.1; EPAC1 ag = 5.0%; PLK1 PBD block = -18.2%; Abeta yeast res = 8.2%; WRN helicase inh = -6.0%; FUS yeast rescue = 19.4%
# O=C(CSc1nnc(-c2cccnc2)n1CCN1CCCCC1)Nc1cccc(Cl)c1 in the list: EPAC1 antag = ?; PI5P4Ka inh = 3.8; IL2 activator = -2.3; EPAC1 ag = 10.9%; PLK1 PBD block = -3.6%; Abeta yeast res = ?; WRN helicase inh = 0.4%; FUS yeast rescue = 6.3%

# High-throughput results as filed in PubChem.
